# Screening results (PubChem)
# FBPA coupling cs – qHTS Assay for Inhibitors of Fructose-1,6-bisphosphate Aldolase from Giardia Lamblia: Coupling assay counterscreen | coupling enzyme system counterscreen, AmpLite Red fluorescence | activity change, negative = inhibition, % at 58.2 µM, hits read low | actives 0.67% (n = 290,000) | AID 2472, 2010; in the data active = activity change below about -30%; note: % is set by controls: 0 for no effect and ±100 for the full control effect
#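 Compounds tested against the coupling enzymes alone at 57.5 uM final; readout was AmpLite Red fluorescence (525/598 nm) after 20 min at RT.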
# a7 integrin act – qHTS for Activators of Integrin-Mediated Alleviation for Muscular Dystrophy. alpha7betagal myoblasts, beta-gal FDG fluorescence, 48 h. Potency, µM (titrated, usually from 38.3 µM), inactives show at the highest dose activation, hits mostly activators. actives 0.064% (n = 350,000). AID 624291, 2012;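 note: potency is the fitted concentration of half-maximal effect; 100% = response of the positive control SU9516; nearly all actives have a fitted effect of over 60% in size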
#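 Alpha7betagal+/- myoblasts (passage 13) were plated 16-24 hr, then exposed to compounds (1:260 dilution of DMSO stock) for 48 hours at 37C. After MPER lysis, β-galactosidase reporter activity was read as FDG fluorescence (ex 480/em 540) after 30 minutes.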
# Menin MLL FP TR – qHTS Assay for Inhibitors Targeting the Menin-MLL Interaction in MLL Related Leukemias: Competition With Texas Red Labeled MLL-derived Mutant Peptide; O00255; Menin + Texas Red MLL mutant peptide, fluorescence polarization; Potency, µM (titrated, usually from 61.6 µM), without a hit: top-dose FP activity change, negative = inhibition, hits mostly inhibitors; actives 0.23% (n = 270,000); active = well fitted inhibition curve with a large enough effect in the polarisation, with a control signal flat, not every such curve was filed as active; inconclusive = small, poorly fitted or top-dose-only effect, or effect the other way, or a change in a side signal; inactive = no such curve, though single readings can be large or run the other way; the % refers to the polarisation; note: potency is the fitted concentration of half-maximal effect; % of control where 0% means no effect; many of its hits are not listed in these tables
# ASM inhibitor – Inhibitors of Secretory Acid Sphingomyelinase (S-ASM): qHTS. Sphingomyelin phosphodiesterase (Homo sapiens), P17405. placental ASM, HMU-PC fluorogenic substrate, 60 min. Potency, µM (highest dose often 57.5 µM), without a hit: at the highest dose activity change, negative = inhibition, usual class: inhibitors. actives 0.006% (n = 340,000). AID 504937, 2011; note: potency is the fitted concentration of half-maximal effect
#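 Fluorogenic HMU-PC substrate (9 uM final) is turned over by placental ASM in 60 min at 37 C after a 10 min compound preincubation. Reaction ended by alkaline stop (pH 10), with fluorescence read at 386/447 nm.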
# Tb PFK inh – qHTS Assay to Find Inhibitors of T. brucei phosphofructokinase; ATP-dependent 6-phosphofructokinase (Trypanosoma brucei brucei), O15648; Potency, µM (top dose mostly 57.5 µM), for the others: top-dose activity, negative = inhibition, actives largely listed as inhibitors; actives 0.17% (n = 330,000); AID 485367, 2010; T. brucei PFK, ADP-Glo luminescence;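 note: potency is the fitted concentration of half-maximal effect; 0% = uninhibited 1x PFK enzyme wells and -100% = no-enzyme wells; nearly all actives have a fitted effect of over 60% in size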
#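 Activity is normalized to no-enzyme wells (full inhibition) and 1.25 nM enzyme wells (no inhibition). Reaction: 0.5 mM F6P, 0.1 mM ATP, 45 min RT, ADP-Glo luminescence; concentration-response curves fitted and classed by quality.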
# Giardia killer – Small Molecules that selectively kill Giardia lamblia: qHTS; AID 540267, 2011; actives 0.15% (n = 340,000); activity change, % at 7.66 µM, hits read low; Giardia lamblia trophozoite viability; in the data active = activity change below about -80%; inconclusive = between about -30% and that limit;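 note: parasites exposed to compound for two days anaerobically before the ATP read; % is set by controls: 0 for no effect and ±100 for the full control effect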
#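 Trophozoite viability was measured as ATP-dependent luminescence, read 15-30 min after reagent addition. Before that, parasites at 100 cells/well were exposed to compounds for 48 h, anaerobically, at 37 deg C.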
# TSG101-PTAP inh – qHTS Assay for Iinhibitors of HIV-1 Budding by Blocking the Interaction of PTAP/TSG101; Tumor susceptibility gene 101 protein (Homo sapiens), Q99816; Potency, µM (doses to about 115 µM), for inactives: top-dose activity change, negative = inhibition, usual class: inhibitors; Fluorescence polarization, FITC-PTAP peptide / Tsg101 binding; 340,000 tested, under 10 active; active = well fitted inhibition curve with a large enough effect in the main read-out, with a control signal flat, not every such curve was filed as active; inconclusive = small, poorly fitted or top-dose-only effect, or effect the other way, or a change in a side signal; inactive = no such curve, though single readings can be large or run the other way; note: potency is the fitted concentration of half-maximal effect; % of control where 0% means no effect
# Target sequence (Q99816 whole entry, looked up): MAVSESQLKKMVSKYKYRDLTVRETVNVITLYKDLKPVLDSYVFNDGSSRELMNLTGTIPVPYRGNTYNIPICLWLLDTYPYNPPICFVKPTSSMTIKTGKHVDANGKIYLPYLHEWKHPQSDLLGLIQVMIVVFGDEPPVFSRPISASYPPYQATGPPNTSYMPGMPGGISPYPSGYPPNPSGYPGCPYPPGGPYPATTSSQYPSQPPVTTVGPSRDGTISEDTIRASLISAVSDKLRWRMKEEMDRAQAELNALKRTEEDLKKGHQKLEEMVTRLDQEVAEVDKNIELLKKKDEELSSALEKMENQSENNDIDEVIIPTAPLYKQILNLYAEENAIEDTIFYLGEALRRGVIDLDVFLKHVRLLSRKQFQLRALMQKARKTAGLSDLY
#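 Compounds were pin-transferred onto Tsg101 binding domain (10 uM final) in HEPES pH 7.5 buffer, then FITC-PTAP peptide was added at 50 nM final. After 20 min at RT, polarization reported peptide displacement across a qHTS concentration series.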
# GALK inh – qHTS Assay for Inhibitors of Human Galactokinase (GALK); Purified GALK, Kinase-Glo residual ATP luminescence; Potency, µM (highest dose often 57.5 µM), inactives show top-dose activity change, negative = inhibition, most hits filed as inhibitors; actives 0.007% (n = 270,000); note: potency is the fitted concentration of half-maximal effect; % is set by controls: 0 for no effect and ±100 for the full control effect
# Target sequence (P51570 whole entry, looked up): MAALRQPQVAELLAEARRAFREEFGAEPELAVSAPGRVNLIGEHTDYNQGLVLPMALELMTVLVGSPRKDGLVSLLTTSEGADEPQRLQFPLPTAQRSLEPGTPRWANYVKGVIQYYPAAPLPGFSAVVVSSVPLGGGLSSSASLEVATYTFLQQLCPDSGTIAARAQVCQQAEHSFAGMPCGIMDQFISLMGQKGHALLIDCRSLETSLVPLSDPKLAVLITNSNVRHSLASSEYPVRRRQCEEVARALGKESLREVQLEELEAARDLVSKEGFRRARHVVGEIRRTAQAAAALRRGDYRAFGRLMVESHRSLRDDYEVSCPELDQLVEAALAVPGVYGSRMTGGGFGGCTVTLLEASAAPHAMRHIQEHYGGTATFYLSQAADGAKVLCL
#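 The enzyme phosphorylates galactose (100 uM) using ATP (35 uM); inhibition is detected as higher residual ATP, quantified by bioluminescence after 1 h reaction at room temperature, pH 8.0.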
# B2AR arrestin – qHTS assay of beta-arrestin-biased ligands of beta2-adrenergic receptor | Beta-2 adrenergic receptor (Homo sapiens), P07550 | beta-arrestin recruitment to beta2AR, cell-based reporter | Potency, µM (doses to about 46.1 µM), without a hit: top-dose activation, usual class: activators | actives 0.02% (n = 330,000) | AID 492947, 2010;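 note: potency is the fitted concentration of half-maximal effect; 0% = DMSO controls and full agonism = EC100 isoproterenol or metaproterenol; nearly all actives have a fitted effect of over 65% in size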
# PKM2 act – qHTS Assay for Activators of Human Muscle isoform 2 Pyruvate Kinase. Pyruvate kinase PKM (Homo sapiens), P14618. purified PKM2, Kinase-Glo ATP luminescence, activation; response scale: 0% is enzyme alone, no compound. Potency, µM (series often up to 57.5 µM), inactives show top-dose activation, actives largely listed as activators. actives 0.34% (n = 260,000). AID 1631, 2009; note: potency is the fitted concentration of half-maximal effect; % is set by controls: 0 for no effect and ±100 for the full control effect; nearly all actives have a fitted effect of over 55% in size
#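 hPK-M2, >95% pure; 0.1 mM ADP / 0.5 mM PEP final; imidazole pH7.2 buffer w/ 7 mM MgCl2, 50 mM KCl; 1 h RT; Kinase-Glo lum. Intermediate enzyme activity for dual inhibitor/activator qHTS.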
# Chronic BCR inh – qHTS Assay to Find Inhibitors of Chronic Active B-Cell Receptor Signaling; ABC-DLBCL IkBa-CBG/CBR reporter, luminescence ratio, 4 h; Potency, µM (doses to about 46.1 µM), for inactives: at the top dose ratio change, negative = lower green/red ratio, actives largely listed as inhibitors; actives 0.05% (n = 340,000); AID 493014, 2011; active = well fitted inhibition curve with a large enough effect in the signal ratio, with a control signal flat, not every such curve was filed as active; inconclusive = small, poorly fitted or top-dose-only effect, or effect the other way, or a change in a side signal; the % refers to the signal ratio;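 note: potency is the fitted concentration of half-maximal effect; plate controls were basal doxycycline-induced cells for no effect and cells given 10 µM MG132 for full effect; MG132 reads +100%, hits lower the ratio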
#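 Concentration-response series (up to 46 uM) were applied to TMD8 dual-reporter cells for 4 h at 37C with doxycycline. Green/red ratio, after filter-overlap correction, defined %Activity; red signal alone was normalised to basal cells and zero luminescence.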
# An asterisk follows results filed as active; ? = inconclusive; / = not tested or not shown; & = joins results of further samples; [ ] = another dose, or the depositor's remark. Unless noted, calls come from the whole dose curve; as a rule, active = well fitted curve in the direction sought with a large enough effect; inconclusive = small, poorly fitted or top-dose-only effect, or another doubt; inactive = no such curve, though single readings can be large; an effect the other way counts as inactive or inconclusive. The list is partial; the hit share may differ from the screen's.
SMILES,FBPA coupling cs,a7 integrin act,Menin MLL FP TR,ASM inhibitor,Tb PFK inh,Giardia killer,TSG101-PTAP inh,GALK inh,B2AR arrestin,PKM2 act,Chronic BCR inh
CCCCn1c(N)c(N(CC(C)C)C(=O)c2ccc(S(=O)(=O)N3CCCCC3)cc2)c(=O)[nH]c1=O,/,-5.6%,/,4.5%,-9.6%,-14.4,-1.9%,/,0.2%,/,3.9%
COc1cc(-c2cc(C(=O)Nc3ccc(S(=O)(=O)NCc4ccco4)cc3)c3ccccc3n2)cc(OC)c1OC,-1.8,2.4%,-3.3%,1.5%,1.6%,0.9,0.3%,-2.5%,2.2%,3.4%,5.2%
C=CCC1(NCc2ccco2)CCN(CC)CC1,0.3,28.4%,3.9%,-0.5%,-10.2%,-7.8,-3.6%,-3.5%,-0.1%,-5.9%,3.4%
CCC(CC)C(=O)NCc1ccc(OC)cc1,-0.9,33.4%,-8.7%,1.0%,-0.6%,-4.5,-5.5%,11.1%,-0.2%,5.3%,2.3%
CC(C)(C)c1ccc(C(=O)N/C(=C\c2cccs2)C(=O)N2CCOCC2)cc1,0.8,-4.9%,-13.6%,-0.7%,-0.7%,4.5,1.5%,4.6%,3.6%,1.3%,-16.9%
COc1cc(C)c(Cl)cc1S(=O)(=O)N(C)C,-15.1,-23.4%,-13.6%,-0.8%,-1.1%,-3.2,-0.8%,0.0%,0.1%,4.2%,-12.4%
C=CCSc1nnc(NC(=O)c2cn(CC)c3nc(C)ccc3c2=O)s1,-0.1,-8.3%,-18.8%,-1.5%,-2.0%,5.3,1.7%,-2.0%,0.6%,-5.7%,7.2%
CCC(=O)Nc1ccc(C(=O)n2ccc(C)n2)cc1,-7.6,-10.0%,6.8%,2.2%,5.0%,-4.7,-0.1%,3.6%,0.1%,3.2%,?
OCCNCCCCSc1ccc(Cl)cc1,0.8,-49.6%[inhibitor],-12.6%,-1.6%,-4.6%,-7.6,-6.8%,-0.5%,-0.1%,-1.3%,0.3%
COc1cc(NS(=O)(=O)c2ccc(NC(=S)NC(=O)C3CCCC3)cc2)nc(OC)n1,12.8,7.7%,26.0%,-15.6%,0.8%,6.7,0.4%,-5.0%,0.0%,-0.2%,-2.8%
COCCN(C(=O)CSc1nnc(-c2cccc(F)c2)n1N)c1c(N)n(Cc2ccccc2)c(=O)[nH]c1=O,/,6.3%,/,2.4%,-8.1%,35.3[activator],-5.0%,/,0.0%,/,-0.2%
COCCCn1c(SCC(=O)OC2CCCCC2)nnc1-c1ccco1,-1.8,41.0%,-10.8%,6.9%,-0.1%,-5.5,-8.4%,-1.1%,-0.7%,-10.3%,?
COc1cc2c(cc1OC)CN(C(=O)Nc1ccccc1)CC2,-0.8,-32.4%,-2.0%,-1.0%,-0.9%,-6.6,0.4%,-1.8%,0.3%,-1.9%,?
CCCCN1C2=C(C(=O)CCC2)C(c2ccc(Cl)c(Cl)c2)C2=C1c1ccccc1C2=O (stereo not given),-5.4,-9.5%,-26.5%,27.3%,0.5%,8.8,-11.4%,-1.5%,-0.3%,-0.7%,4.7%
CCn1cc(CN2CCCC(C(=O)Nc3cccc(-c4cc5ccccc5[nH]4)c3)C2)c(C)n1 (stereo not given),-0.6,-61.9%[inhibitor],?,-17.8%,2.2%,41.9[activator],-0.9%,1.4%,-1.0%,1.2%,?
CN1CCCN(S(=O)(=O)c2cccc(Cl)c2Cl)CC1,3.0,-35.3%,-0.6%,-2.4%,0.0%,-20.2,-7.4%,1.7%,0.2%,7.8%,-2.3%
C/C(CCc1oc2ccccc2c1-c1ccc(C)o1)=N/O,-8.7,-20.9%,10.0%,4.6%,-9.2%,-7.5,-7.3%,2.1%,0.2%,25.5%,?
CC(C)N=C(Nc1cccnc1)c1ccccc1,0.8,20.2%,-0.3%,-1.8%,1.1%,-6.4,-0.1%,1.6%,-0.2%,/,-1.9%
COc1cc(NC(=O)COc2ccccc2Cl)ccc1NC(=O)C(C)C,-0.2,-10.5%,-14.7%,-1.5%,0.5%,1.2,-3.8%,0.8%,0.1%,-3.0%,2.1%
CNC(=O)c1ccccc1NC(=O)C1CC(=O)N(C(C)C)C1 (stereo not given),-15.2,22.5%,-0.1%,-1.1%,0.1%,6.1,-0.6%,0.5%,0.3%,0.2%,-3.3%
Cc1c(N=Cc2cc(Br)cc(Br)c2O)cccc1C(=O)O,-1.2,-25.5%,4.9%,-4.2%,0.6%,-19.0,-9.0%,-0.4%,-1.5%,9.9%,6.8%
COc1ccccc1NS(=O)(=O)c1cc(NC(=O)c2ccncc2)ccc1N1CCCC1,-11.6,?,?,-4.3%,-4.6%,0.4,1.0%,7.4%,-0.2%,-7.0%,?
CC1CN(S(=O)(=O)c2cccc(C(=O)OCC(=O)Nc3ccc4c(c3)OCO4)c2)CC(C)O1 (stereo not given),2.9,-45.6%[inhibitor],6.7%,0.7%,-0.4%,-4.5,-6.5%,0.4%,0.2%,4.9%,-1.0%
C=CCNc1cnn(-c2ccccc2)c(=O)c1Cl,3.3,17.9%,-3.3%,5.0%,0.0%,0.1,-3.9%,1.6%,-0.1%,3.8%,0.9%
CC1(C)CCCN(C(=O)c2coc(=O)c(Br)c2)C1,5.9,-30.2%,7.5%,427.8%[activator],-26.5%,11.8,-1.4%,4.9%,0.1%,0.0%,?
CCn1c(Cc2cccs2)nnc1SCC(=O)Nc1ccc(OC)c(OC)c1,0.2,-11.6%,-3.1%,-1.6%,-3.2%,12.5,-0.8%,-5.7%,-0.7%,-3.6%,5.1%
COc1ccc(-c2cn3cccnc3n2)cc1F,-0.8,16.2%,-14.4%,/,-0.8%,-9.5,-0.7%,0.4%,?,-8.2%,-0.5%
COc1ccc(C2(CN(C(C)=O)C(C)=O)CCCC2)cc1OC,0.1,6.9%,-7.4%,0.6%,-6.0%,-5.4,-1.2%,0.8%,0.2%,-2.9%,3.1%
COc1ccccc1NC(=O)CN1CCN(CC(=O)Nc2cc(C)ccc2OC)CC1,1.4,-19.0%,-3.9%,2.1%,-5.8%,11.6,-2.2%,0.6%,-1.4%,/,0.5%
COc1ccc(CCNC(=O)c2nnn(CC(=O)Nc3ccccc3)c2N)cc1OC,-1.8,-19.1%,/,1.3%,1.0%,-5.0,-0.9%,7.4%,-0.6%,-7.2%,16.1%
COc1ccc(-c2nc(CS(=O)CC(=O)NC3CCCCCC3)c(C)o2)cc1 (stereo not given),0.8,-16.6%,-8.3%,-0.9%,0.7%,0.3,-4.4%,2.5%,-0.8%,/,1.0%
CN(Cc1ccco1)c1ncnc2ccc(-c3ccc4c(c3)OCO4)cc12,-4.0,/,-3.2%,4.1%,0.0%&5.1%,13.2,-1.5%,/,-0.6%&0.1%,/,?
CCOC(=O)c1sc(N(Cc2ccccc2)C(=O)CN2C(=O)CN(C)C2=O)nc1C,3.5,-22.8%,34.6%[activator],-1.8%,-0.5%,5.4,-3.7%,1.2%,0.2%,7.6%,2.1%
COc1ccc(-c2nn(-c3ccccc3)cc2C(=O)NC(=S)Nc2cc(Cl)ccc2Cl)cc1,-2.5,36.9%,/,-3.9%,1.2%,-15.0,-1.3%,-0.6%,0.1%,0.3%,2.8%
COc1ccc(NC(=O)COC(=O)c2cccc(S(=O)(=O)N(C)C)c2)cc1,-0.3,-23.4%,11.3%,-2.5%,-1.7%,?,0.7%,12.7%,0.5%,1.5%,1.3%
COc1ccc(NC(=O)C(Br)C(C)C)cc1 (stereo not given),1.2,-38.1%,6.8%,4.4%,-3.0%,-13.6,-0.2%,1.6%,0.3%,-2.8%,-4.7%
c1cc(C(c2nnnn2C2CCCC2)N2CCOCC2)ccn1 (stereo not given),-0.8,-9.7%,14.0%,2.6%,0.0%,2.5,-4.1%,1.2%,-0.2%,-3.2%,13.6%
O=C(O)CSc1c2c(nc3cc(C(=O)N4CCOCC4)ccc13)CCCC2,-6.0,17.9%,-19.8%,63.1%,4.2%,14.0,-7.5%,-5.8%,-0.2%,1.7%,-0.4%
